MC4R antag cAMP: human MC4R antagonism in cAMP assay | P32245 | MC4R-expressing cells, MTII-stimulated cAMP, LANCE TR-FRET | inhibition, % at 6.5 µM | hit rate 0.48% among 360,000 | AID 540295;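 active = inhibition above its plate's cutoff, the mean of tested wells on that plate plus 3 SD, cut at about 29% in these data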;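 also: 0% = Melanotan II alone and 100% = Melanotan II plus saturating MCL0020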
Target sequence (P32245 whole entry, looked up): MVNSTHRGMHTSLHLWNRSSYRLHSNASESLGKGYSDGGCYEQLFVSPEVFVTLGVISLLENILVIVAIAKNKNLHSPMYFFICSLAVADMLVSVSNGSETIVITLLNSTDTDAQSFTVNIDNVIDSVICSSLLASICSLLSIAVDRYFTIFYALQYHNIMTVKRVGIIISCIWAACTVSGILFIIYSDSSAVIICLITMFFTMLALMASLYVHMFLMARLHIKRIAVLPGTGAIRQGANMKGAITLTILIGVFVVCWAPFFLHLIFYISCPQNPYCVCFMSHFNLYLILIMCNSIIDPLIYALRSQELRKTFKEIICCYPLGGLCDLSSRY
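Material: human MC4R-expressing U2OS cells. Probe or stimulus: Melanotan II challenge. Dosing: 6.5 µM single dose. Times: 30-min compound, 1-h challenge, 1-h detection, room temperature. Technique: TR-FRET with Eu-cAMP and labeled anti-cAMP, 671 nm. Replication: singlicate.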
hiPSC survival: enhancers of human iPSC single-cell survival | AID 602274 | hiPSC single-cell survival, ATPlite luminescence; 100% = ROCK inhibitor wells, 0% = DMSO | hit rate 0.044% among 360,000 | survival enhancement, % at 20 µM; in the data active = survival enhancement above about 18%;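 also: cells exposed to compounds for 16 hours before the ATP read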
aDG glyco act: increases alpha dystroglycan glycosylation; activation, % at 10 µM; hit rate 0.22% among 360,000; Pro5-aDG cells, alpha-DG glycosylation AlphaScreen (IIH6); 0% Pro5, 100% B10-LARGE cell signal; AID 624168;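 active = activation of at least 8% versus controls, or a plate z-score of at least 8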;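 also: Pro5 are CHO cells carrying HIG-tagged alpha-DG that lacks glycosylation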
ABHD5 PLIN5 PPI: blocks binding of human ABHD5 to perilipin-5 | Split G. princeps luciferase complementation, luminescence, 4 h | inhibition, % at 4 µM | hit rate 0.78% among 360,000;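 active = inhibition above the mean inhibition across every tested compound plus 3 SD, cut at about 22% in these data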;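 also: 0% = DMSO only wells and the 100% control is not disclosed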
Granule exo inh: blocks lytic granule exocytosis; TALL-104 LAMP-1 surface exposure, flow cytometry; cells stimulated with thapsigargin and PMA; inhibition, % at 10 µM; hit rate 0.66% among 360,000;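 active = inhibition above about 55%, limit read from the data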
MC4R ag barr: human MC4R agonism via beta-arrestin | P32245 | U2OS MC4R beta-arrestin complementation, luminescence; percent of melanotan II response, DMSO zero | activation, % at 8.9 µM | hit rate 0.98% among 360,000;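 active = activation above a per-plate cutoff, the mean activation of sample wells on that plate plus 3 SD, cut at about 8% in these data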
Cardio protect: myocardial damage modulation in H9c2 cells | H9c2 cardiomyocytes, H2O2 injury protection, ATPLite, 2 h | AID 588492 | protection from H2O2 cell death, % at 20 µM | hit rate 0.63% among 360,000;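 active = compounds giving at least 50% protection of heart cells from peroxide-induced death in the single-dose screen, raw or plate-pattern-corrected value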;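 also: 0% = DMSO wells with peroxide and 100% = DMSO wells without peroxide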
HTR2A ag: mouse HTR2A agonism via beta-arrestin recruitment; P35363; CHO-K1 mHTR2A beta-arrestin complementation, luminescence; percent of 30 µM serotonin response; activation, % at 7.6 µM; hit rate 0.66% among 360,000; AID 624169;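 active = activation above a run cutoff, the mean activation of all tested compounds plus 3 SD, cut at about 14% in these data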;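 also: 0% = plate median of compound wells and 100% = 30 µM serotonin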
Target sequence (P35363 whole entry, looked up): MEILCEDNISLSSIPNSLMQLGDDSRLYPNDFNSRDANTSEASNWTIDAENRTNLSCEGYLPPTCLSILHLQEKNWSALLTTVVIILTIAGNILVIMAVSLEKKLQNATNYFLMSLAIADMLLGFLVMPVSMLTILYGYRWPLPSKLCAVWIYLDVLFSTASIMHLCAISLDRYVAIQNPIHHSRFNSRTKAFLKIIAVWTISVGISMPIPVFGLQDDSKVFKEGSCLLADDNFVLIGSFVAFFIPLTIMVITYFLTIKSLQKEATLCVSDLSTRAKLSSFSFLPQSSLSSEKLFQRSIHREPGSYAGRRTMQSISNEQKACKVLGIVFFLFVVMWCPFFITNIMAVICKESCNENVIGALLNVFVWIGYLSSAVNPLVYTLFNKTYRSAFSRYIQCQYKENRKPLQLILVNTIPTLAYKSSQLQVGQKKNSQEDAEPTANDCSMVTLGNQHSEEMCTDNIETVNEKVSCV
Glyco luc inh: N-linked glycosylation inhibition; AID 588692; hit rate 0.23% among 360,000; reporter increase, % at 12.5 µM; D54 ERlucT glycosylation luciferase reporter, 24 h; percent of 100 nM tunicamycin response;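 active = mean luciferase reporter signal, scaled so untreated is 0 and the glycosylation-blocking control 100, at or above a set limit in every replicate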;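 also: luciferase carries N-glycosylation sites so blocking glycosylation raises the light; 0% = median of neutral control wells and 100% = median of 100 nM tunicamycin wells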
ABCB6 inh MLPCN: blocks the human ABCB6 transporter; hit rate 0.19% among 360,000; K562-ABCB6 porphyrin accumulation, flow cytometry, 1 h; stronger effect = lower value; fluorescence ratio to DMSO, % at 10 µM;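 active = fluorescence ratio to DMSO below 75%, the collection mean minus 3 SD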;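 also: signal is porphyrin accumulated inside mitochondria; 100% equals median channel fluorescence of DMSO control wells; lower ratio means ABCB6 inhibition with less porphyrin fluorescence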
The depositor's hits bear a star; x = no result given.

Each structure is followed by: MC4R antag cAMP	hiPSC survival	aDG glyco act	ABHD5 PLIN5 PPI	Granule exo inh	MC4R ag barr	Cardio protect	HTR2A ag	Glyco luc inh	ABCB6 inh MLPCN
> Cc1ccccc1-n1c(Cn2c(=O)sc3ccccc32)nnc1SCC(=O)Nc1nccs1
→ 8	-0.1	0.0	-1	-1	-0.7	17	-4	-1	103
> CCn1c(-c2cc(Cl)ccc2OC)n[nH]c1=S
→ 9	-3.0	-0.3	-3	4	-2.9	-1	0	-2	104
> COc1ccccc1-c1csc(Nc2ccc(Oc3ccccc3)cc2)n1
→ x	1.0	-0.4	-17	-6	x	-6	-4	0	96
> CN(C)c1ccnc(Nc2ccc(F)cc2)c1C#N
→ 3	-1.2	0.4	1	-2	-0.5	0	0	0	94
> O=C(CCCc1nc(-c2ccccc2Cl)no1)NC1CCCCC1
→ -1	-3.4	0.1	-2	7	-1.3	-9	2	0	205
> COc1ccc(CCNC(=O)COC(=O)/C=C/c2ccc3c(c2)OCO3)cc1
→ 5	-1.0	0.1	6	4	6.6	1	-1	1	91
> N#CCCSCc1ccc(C(=O)O)o1
→ -1	-1.2	-0.2	-3	1	-1.7	1	3	0	68*
> CCOC(=O)CNC(=O)COc1coc(CN2CCN(c3ccccc3F)CC2)cc1=O
→ 8	-0.1	0.1	-8	14	-1.9	-4	3	1	94
> CN(C)CCCN=Cc1c(O)n(Cc2ccccc2)c(=O)c2ccccc12
→ 11	-1.8	0.4	9	1	-0.5	7	-2	-1	105
> CC(=O)Nc1cccc(C(=O)OCC(=O)c2ccc3c(c2)OCO3)c1
→ -5	0.0	0.5	7	-5	-1.7	-15	-9	-18	97
> O=[N+]([O-])c1cccc(S(=O)(=O)N2CCCCCC2)c1
→ 28	1.2	-0.2	0	0	0.7	-4	-2	3	101
> Cc1ccc(S(=O)(=O)NCC(=O)OCC(=O)Nc2ccc(C)c(S(=O)(=O)N3CCOCC3)c2)cc1
→ 28	-1.1	-0.1	4	2	-2.5	-2	2	3	101
> O=C(CNCc1ccccc1Cl)NCc1ccco1
→ 13	1.6	0.4	0	-6	-0.3	2	-5	-1	105
> O=C(NCc1ccccc1F)c1ccc(S(=O)(=O)N2CCCC2)cc1
→ 14	-2.0	0.1	-8	13	0.7	0	-4	-1	99
> Cc1csc(NC(=O)CCS(=O)(=O)c2ccc(Br)cc2)n1
→ 12	7.5	0.8	12	0	-2.6	-8	-7	-2	99
> CCSc1nnc2nc(C)cc(C)n12
→ -3	4.4	0.5	-6	-2	0.9	2	0	2	97
> Cc1ccc(S(=O)(=O)N2CCOCC2)cc1NC(=O)COC(=O)C1COc2ccccc2O1 (stereo not drawn)
→ 20	2.0	-0.4	0	1	-0.7	2	1	2	105
> Cc1cc(Nc2ncc(Cl)cc2Cl)n(-c2ccccc2C)n1
→ 3	0.7	-0.1	1	-2	-0.4	-2	-2	-1	94
> COc1ccc(NC(=O)CN2CCN(CC(=O)Nc3ccccc3Cl)CC2)cc1
→ 0	-1.3	-0.3	2	2	0.1	-5	0	-1	100
> CSc1nccn1C(=O)c1ccccc1[N+](=O)[O-]
→ -6	-0.5	-0.1	7	13	0.0	1	1	2	93
> Cc1cccc(C)c1OCC(=O)Nc1ccc2c(c1)C(=O)NC2=O
→ 9	2.5	0.0	2	1	-2.4	6	-9	2	99
> Cc1ccc(NC(=O)CCC(=O)c2cccs2)nc1
→ 16	0.1	0.0	6	-1	-2.4	12	5	0	99
> O=C(NC(Cc1ccccc1)C(=O)N1CCN(c2ccccc2O)CC1)c1ccccc1 (stereo not drawn)
→ 5	-0.4	0.6	-7	22	-4.2	13	-4	-3	94
> O=C(Nc1nc(-c2nc3ccccc3s2)cs1)C1COc2ccccc2O1 (stereo not drawn)
→ 17	0.2	0.2	1	0	2.4	12	-7	1	101
> Cc1sc(NC(=O)C2CSC3(C)CCC(=O)N23)nc1-c1ccccc1 (stereo not drawn)
→ 7	0.3	1.1	-2	0	-1.8	-2	-1	-1	99
> Cc1cc(C(=O)NNC(=O)c2c(-c3c(Cl)cccc3Cl)noc2C)no1
→ 20	-0.6	-0.2	-5	-9	-2.8	1	-1	0	105
> CN(C(=O)CS(=O)(=O)c1cn(CC(=O)N2CCCC2)c2ccccc12)c1ccccc1
→ 3	0.5	0.1	-2	-1	2.0	6	-4	0	98
> O=C1NCC(COCc2ccccc2)O1 (stereo not drawn)
→ -2	0.9	-0.1	1	0	0.7	2	1	0	90
> O=C(C1CC1)n1cc(C(=S)N2CCOCC2)c2ccccc21
→ 2	-1.2	-0.1	4	0	-2.3	7	3	1	104
> COCCn1c(C)cc2c(c1=O)C(c1ccco1)C(C#N)=C(N)O2 (stereo not drawn)
→ 10	-2.0	0.0	16	-2	0.3	0	-4	-1	99
> CC(C)CN(C(=O)C1CCC1)c1c(N)n(Cc2ccccc2)c(=O)[nH]c1=O
→ 1	-0.3	-0.2	13	-2	4.8	6	-3	0	101
> CC(C)C[C@H](NC(=O)c1nc[nH]c1C(=O)NCC(=O)OC(C)(C)C)C(=O)OCc1ccccc1
→ 19	-0.6	0.2	0	1	9.4*	-11	-7	1	95
> O=S1(=O)CCOCCCN1Cc1cccc(F)c1
→ 0	12	0.1	2	2	-1.9	5	-6	0	102
> O=C(NC(NNc1ccc([N+](=O)[O-])cc1)(C(F)(F)F)C(F)(F)F)c1ccccc1Cl
→ -1	-3.6	-0.2	-6	0	-1.6	-12	-6	-1	96
> Cc1cc(NS(=O)(=O)c2ccccc2)ccc1NS(=O)(=O)c1ccccc1
→ 7	7.4	-0.1	0	0	-1.4	0	-10	-3	100
> Cc1ccc(C(=O)O/N=C(\N)c2ccccn2)c(Cl)c1
→ 1	-0.7	0.0	3	13	-0.5	-17	-1	-19	100
> CC(C)/C=N/NC(=O)c1cc(Br)ccc1O
→ 6	-2.1	0.0	7	2	-0.7	-3	0	-1	96
> Cc1cccc(C(C)C)c1NC(=O)COC(=O)C1CC(=O)N(Cc2ccccc2)C1 (stereo not drawn)
→ 16	-0.3	0.0	-2	-2	-2.0	-1	1	-1	102
> Cc1ccc(/C=N\NC(=O)Cc2noc3ccccc23)cc1
→ 7	1.0	0.0	-1	4	3.0	-6	-4	5	96
> O=[N+]([O-])c1ccc(C[n+]2cccc3ccccc32)cc1
→ 4	-0.3	-0.1	-1	1	-1.4	0	-3	6	128
> CCOc1ccc(CC(=O)Nc2cc(=O)n(C)c(=O)n2C)cc1
→ 10	-0.4	-0.2	2	2	5.8	-11	1	-1	94
> O=C(C[C@H]1C=C[C@@H](NC(=O)Cc2cccnc2)[C@@H](CO)O1)NCc1ccc2c(c1)OCO2
→ x	x	0.0	1	10	x	x	-3	x	x
> Cc1c(CCOC(=O)C23CC4CC(CC(C)(C4)C2)C3)sc[n+]1Cc1ccccc1
→ 1	4.3	-0.4	13	3	2.4	-13	-8	9	95
> O=C(NCc1ccccc1Cl)C1CCN(S(=O)(=O)c2ccc(N3CCCC3=O)cc2)CC1
→ 18	-0.7	0.0	4	-7	-0.6	-2	-2	-6	99
> CC(C)(C)c1ccc2c(c1)OC(C(=O)N/N=C\c1ccc(-c3cccc(C(=O)O)c3)o1)CO2 (stereo not drawn)
→ 29*	-0.1	-0.3	1	12	-0.2	-9	-1	0	97

Quoted at random: 2 compounds from above, in no set order.
Each structure is followed by: MC4R antag cAMP	hiPSC survival	aDG glyco act	ABHD5 PLIN5 PPI	Granule exo inh	MC4R ag barr	Cardio protect	HTR2A ag	Glyco luc inh	ABCB6 inh MLPCN
> Cc1cc(NS(=O)(=O)c2ccccc2)ccc1NS(=O)(=O)c1ccccc1
→ 7	7.4	-0.1	0	0	-1.4	0	-10	-3	100
> O=[N+]([O-])c1ccc(C[n+]2cccc3ccccc32)cc1
→ 4	-0.3	-0.1	-1	1	-1.4	0	-3	6	128

Other structures follow.
Each structure is followed by: MC4R antag cAMP	hiPSC survival	aDG glyco act	ABHD5 PLIN5 PPI	Granule exo inh	MC4R ag barr	Cardio protect	HTR2A ag	Glyco luc inh	ABCB6 inh MLPCN
> Cc1oc(-c2ccccc2)cc1C(N)=O
→ -4	2.3	0.0	3	-2	-2.3	-1	-2	2	108
> COc1cc(NC(=S)NN2CCN(C)CC2)cc(OC)c1OC
→ 10	-0.9	-0.2	0	3	-2.2	2	-1	0	98
> Cc1cccc2cc(CN(CCCO)C(=O)Nc3ccc(Cl)cc3)c(=O)[nH]c12
→ -13	-1.0	-0.1	0	1	-3.0	42	-1	5	101
> Cc1c(NC(=O)COC(=O)/C=C/c2cccc(Cl)c2)c(=O)n(-c2ccccc2)n1C
→ -2	-0.2	-0.2	4	-3	-1.7	-4	0	-1	95
> COc1ccc(CCNC(=O)c2cc3c(=O)n(C)c4ccccc4c3n2C)c(OC)c1
→ 3	-0.3	0.1	3	1	-1.7	33	0	5	94
> CCOC(=O)C1=C(C)Nc2ccccc2N=C1NC(=O)c1oc2ccccc2c1COC
→ 26	0.2	-0.5	-7	-8	0.1	86*	6	-7	94
> CC1(C)Oc2ccc3ccc(=O)oc3c2/C(=C/O)C1=O
→ -2	-0.5	0.0	16	19	-0.4	5	6	2	99
> CCOc1ccccc1CN1CCN(CC2=Cc3cc(OC)ccc3OC2)CC1CCO (stereo not drawn)
→ 1	-0.4	0.3	1	35	-1.6	-6	-9	0	101
> COC(=O)c1ccccc1NC(=O)CCCn1nc([N+](=O)[O-])c(Br)c1C
→ -4	0.5	0.0	7	-2	3.0	-4	5	1	97
> COC(=O)c1c(-c2cccc(OC)c2)csc1N
→ 0	1.7	-0.1	-10	-4	-0.8	-18	1	-2	104
> OC(c1ccccc1)(c1ccccc1)C1CCN(CCCOc2ccc3c(c2)CCCC3)CC1
→ x	-0.1	-0.3	1	62*	x	x	-6	x	98
> C=CCNC(=O)CCCCCNS(=O)(=O)c1ccc(OC)cc1
→ -7	-0.9	-0.2	4	3	-1.5	0	4	1	94
> CC(=O)N1c2ccc(S(=O)(=O)N3CCCC(C(=O)NCc4ccccc4Cl)C3)cc2CC1C (stereo not drawn)
→ 1	1.3	0.2	5	7	0.8	-12	2	1	106
> CCCOc1ccc(OCCSc2ncccn2)cc1
→ 1	-1.6	0.5	-5	-3	0.0	-7	0	-8	110
> O=S(=O)(c1cccc(C(F)(F)F)c1)N1CCN(CC(O)COCc2ccccc2)CC1 (stereo not drawn)
→ 1	0.0	0.5	3	0	0.6	-1	4	1	97
> CCCC1(c2ccccc2)NC(=O)N(CC(=O)N2CC(=O)Nc3ccccc32)C1=O (stereo not drawn)
→ 8	-1.5	0.0	9	4	1.2	-2	8	0	94
> O=C(Nc1cccc(-c2nc3ccccc3[nH]2)c1)c1ccco1
→ 13	-1.2	0.0	8	-2	-1.3	34	0	4	99
> O=C(CCN1C(=O)C2C3CCC(C3)C2C1=O)Nc1cccc(Cl)c1 (stereo not drawn)
→ -3	0.8	0.5	-8	1	0.5	0	-4	-1	94
> COc1ccc(NC(=O)CCC(=O)N(Cc2ccc(OC)c(OC)c2)c2nccs2)cc1
→ x	-1.9	-0.2	x	-2	x	-2	x	2	99
> COc1ccc(CN=C(Nc2ccccc2)SC2CC(=O)N(C)C2=O)cc1 (stereo not drawn)
→ 8	-0.5	-0.2	3	-1	-1.2	-3	-4	-2	97
> C/C=C/C(=O)OCC(=O)Nc1ccc(C)c(S(=O)(=O)N(C)C)c1
→ -1	0.4	-0.2	-4	-1	-2.5	1	0	2	104

High-throughput results as filed in PubChem BioAssay.
